Compound activity as filed in PubChem BioAssay.
mouse EphA4 binding = EphA4 ligand-binding antagonists – biochemical, colorimetric, mouse EphA4, primary screen (AID 689) | EphA4-AP binding to KYL peptide, pNPP A405; higher % means a stronger effect | inhibition, % at 10 µM, or IC50 in µM where a hit was titrated | 62,000 tested, 0.1% active; in the data active = a potency from the dose series; inactive = the rest, 99 in 100 with inhibition below about 22%
* = called active by the depositor; & = joins results of further samples.

SMILES	mouse EphA4 binding
COc1ccc2c(c1)OC1=C(C(=O)CCC1)C2C1=C(O)CCCC1=O (stereo unspecified)	-4%
Cc1onc(-c2ccccc2Cl)c1C(=O)OCN1C(=O)c2ccccc2C1=O	-11%
CCCCCn1c(SCCN2CCOCC2)nc2c1c(=O)[nH]c(=O)n2C	-6%
O=C(CSc1nnc(CNc2ccc(F)cc2)n1Cc1ccco1)N1CCOCC1	-2%
CCN(CC)C(=O)Nc1ccccc1C	-6%
CC(C)(C)n1nc2c(c1NC(=O)Cc1ccc(F)cc1)CSC2	5%
COc1cccc(C2C(C(=O)Nc3ccccc3)=C(C)N=c3s/c(=C\c4ccc(N(C)C)cc4)c(=O)n32)c1 (stereo unspecified)	20%
N#C/C(=C\c1ccccc1)C(=O)NC(=O)Oc1ccccc1	-12%
CCN(CC)CCCN1C(=O)C(O)=C(C(=O)c2cc3cccc(OC)c3o2)C1c1ccncc1 (stereo unspecified)	-12%
COc1ccccc1NC(=O)Cn1nnc(-c2ccccc2NC(=O)c2cccs2)n1	-17%
CC(Sc1c[nH]c2ccccc12)C(=O)O (stereo unspecified)	-13%
O=C1C2ON(c3ccccc3)C(c3cccnc3)C2C(=O)N1c1ccc(Cl)c(Cl)c1 (stereo unspecified)	37%
Cc1c(C)[n+](=O)c(-c2ccc(F)cc2)c(C)n1[O-]	0%
COc1cc(C(=S)N2CCOCC2)cc(OC)c1OC(=O)c1ccc(C)cc1	3%
CCCCCOC(=O)Nc1ccc(S(=O)(=O)Nn2cnnc2)cc1	-8%
COCCNC(=O)/C(C#N)=C/c1ccc(-c2ccc(OC)cc2[N+](=O)[O-])o1	-16%
COc1ccc(NC(=O)c2ccc(COc3ccccc3)o2)cc1	1%
Cc1cccc(NC(=S)NNC(=O)c2nn(C)cc2Cl)c1	-6%
Fc1ccccc1COc1ccccc1CNCc1ccncc1	4%
CCOc1ccc(/C=C2\C(=O)NC(=O)N(c3ccccc3F)C2=O)cc1Cl	-6%
CC(C)N(CCNC(=O)C1CCN(S(=O)(=O)N2CCOCC2)CC1)Cc1ccccc1	-8%
c1ccc(Nc2cc(Nc3ccccc3)[nH]n2)cc1	-6%
Cc1nc(C)c(C(=O)Nc2cccc(Cl)c2)o1	10%
Cn1cnnc1SCc1ccccc1	-6%
COc1ccc(C2N(C(=O)CN3CCOCC3)CCN2S(=O)(=O)c2ccccc2)cc1 (stereo unspecified)	-6%
Remaining list, next part.
SMILES	mouse EphA4 binding
CCN(C(=O)c1cn(C)c(=O)c2cc(OC)c(OC)cc12)c1cc(C)ccc1C	0%
O=C(NC1CCCCC1)C(c1ccc2ncccc2c1)N(Cc1cccs1)C(=O)c1cccs1 (stereo unspecified)	5%
CCOc1cc(C(=S)N2CCOCC2)ccc1O	-7%&4%
CN(CCC#N)C(=O)Cn1nc(Cc2ccncc2)c2ccccc2c1=O	2%
O=C(NCc1ccccc1)C(c1ccc(F)cc1)N(Cc1ccco1)C(=O)c1ccccn1 (stereo unspecified)	-12%
O=C(/C=C/c1cccc(C(F)(F)F)c1)Nc1ccc(F)cc1	5%
S=c1[nH]nc(COc2ccccc2)n1/N=C/c1ccc(Br)s1	-8%
O=C(COC(=O)C1CCN(S(=O)(=O)c2cccs2)CC1)c1ccc2c(c1)OCCO2	-12%
Cc1cccc2c(=O)c(C(=O)N3CCCCCC3)c[nH]c12	5%
O=C1C(Cl)=C(N2CCOCC2)C(=O)N1c1cccc(Cl)c1Cl	3%
Cc1ccc(C(=O)Nc2cccc(Oc3ccccc3)c2)o1	-10%
Cc1[nH]c2ccccc2c1/C=N/n1cnnc1	-6%
O=C1OCC(CO)(CO)N=C1NNc1ccccc1Cl	-32%
Cc1cc(C)cc(OCC(=O)Nc2ccc(N3CCCC3)cc2)c1	5%
O=C(CN(Cc1ccco1)C(=O)c1cc(=O)[nH]c2ccccc12)Nc1ccccc1C(F)(F)F	-12%
CCOc1ccc(OCCCCN(C)C)cc1	-6%
O=C(C1CC(c2cccc(Br)c2)=NO1)N1CCc2ccccc2C1 (stereo unspecified)	11%
CC(=O)c1ccc(N(C(=O)Cc2c[nH]c3ccccc23)C(C(=O)NC2CCCCC2)c2cccs2)cc1 (stereo unspecified)	4%
CCn1c(SCC(=O)Nc2nc3ccccc3s2)nc2c(c1=O)SC(C)C2 (stereo unspecified)	-4%
COc1ccccc1NC(=S)N1CCC(c2nc3cc(C)c(C)cc3[nH]2)CC1	2%
O=C(Nc1ccccc1)c1cnc(-c2ccccc2)nc1-c1ccccc1	16%
C/C(=N\Nc1ccc([N+](=O)[O-])cc1)c1cccc(N)c1	12%
CCCN1Cc2cccc(C(=O)Nc3ccc(S(=O)(=O)N4CCCCCC4)cc3)c2C1=O	-8%
CC(C)OP(=O)(OC(C)C)C(NC(=O)c1cccc([N+](=O)[O-])c1)C(N)=O (stereo unspecified)	-6%
Cc1snc2sc(C(=O)c3ccc(Br)cc3)c(N)c12	-18%

Reprinted at random: two compounds from above.
SMILES	mouse EphA4 binding
O=C(COC(=O)C1CCN(S(=O)(=O)c2cccs2)CC1)c1ccc2c(c1)OCCO2	-12%
CCOc1cc(C(=S)N2CCOCC2)ccc1O	-7%&4%

The results go on.
SMILES	mouse EphA4 binding
CN(C)c1ccc(C(=S)N2CCOCC2)cc1Br	1%
CSc1c(-c2ccccc2)nc2ccc(Cl)cc2c1C(=O)O	4%
O=C(Nc1nc2ccccc2[nH]1)C1CC(=O)N(c2ccc3c(c2)OCCO3)C1 (stereo unspecified)	-3%
CCOc1ccccc1NC(=O)Nc1cccc(C(C)=O)c1	-1%
O=C1c2ccccc2NC(c2ccccc2F)N1c1ccc(Cl)cc1 (stereo unspecified)	-7%
COc1ccc(S(=O)(=O)N2CCN(C(=O)c3cccs3)CC2)cc1OC	-7%
O=C(NCc1cccnc1)c1nn2c(c1Cl)NC(c1ccccc1)CC2C(F)(F)F (stereo unspecified)	-9%
O=C(NC1CCCC1)C1CC(=O)N(CCc2ccccc2)C1 (stereo unspecified)	-19%
O=C(Nc1ccccc1F)c1cncc(Br)c1	-12%
CCOC(=O)N1CCN(C(=O)CSc2ncccn2)CC1	-10%
O=C(c1ccc2c(=O)n(C3CCCC3)c(=S)[nH]c2c1)N1CCc2ccccc21	-4%
COc1ccc(-c2ccc(=O)n(CC(=O)Nc3ccc(C(=O)NC4CC4)cc3)n2)cc1OC	-12%
Nc1c(C(=O)Nc2ccccc2)sc2nc3c(c(-c4ccco4)c12)CCC3	-7%
Cc1csc(NC(=O)C2CCCN2C(=O)OCC(C)C)n1 (stereo unspecified)	-1%
O=C(Cn1cnc2c(cnn2-c2ccccc2Cl)c1=O)N1CCc2ccccc21	-4%
CCCCNC(=O)c1nn2c(c1Cl)NC(c1ccccc1)CC2C(F)(F)F (stereo unspecified)	-10%
CC(=O)Cc1nsc(NC(=O)c2cccs2)n1	6%
Oc1[nH]c2ccccc2c1OCc1ccncc1	-3%
CCC(=O)N(Cc1cc2c(C)cc(C)cc2[nH]c1=O)C1CCCCC1	7%
Cn1c(C(=O)N2CCN(Cc3ccccc3)CC2)cc2c(=O)n(C)c3ccccc3c21	-8%
Cc1[nH]nc(Nc2cccc(C(=O)O)c2)c1[N+](=O)[O-]	6%
Cc1nn(C)c(Oc2ccc(Cl)cc2)c1C=O	-3%
CC(C)N(C(=O)CSc1nn2c(=O)c(C(C)(C)C)nnc2s1)c1ccccc1	-7%
c1ccc(-c2noc(CSc3nnnn3C3CCCCC3)n2)cc1	7%
Cc1ccc(C(=O)N/C(=C\c2ccc(C(C)C)cc2)C(=O)NCCCN2CCOCC2)cc1	-3%

3 of the entries above in order of the mouse EphA4 binding value, falling.
canonical_smiles	mouse EphA4 binding
c1ccc(-c2noc(CSc3nnnn3C3CCCCC3)n2)cc1	7%
Nc1c(C(=O)Nc2ccccc2)sc2nc3c(c(-c4ccco4)c12)CCC3	-7%
O=C(NCc1cccnc1)c1nn2c(c1Cl)NC(c1ccccc1)CC2C(F)(F)F (stereo unspecified)	-9%

Structures shown so far that contain a cyano group, in the order listed:
SMILES	mouse EphA4 binding
N#C/C(=C\c1ccccc1)C(=O)NC(=O)Oc1ccccc1	-12%
COCCNC(=O)/C(C#N)=C/c1ccc(-c2ccc(OC)cc2[N+](=O)[O-])o1	-16%
CN(CCC#N)C(=O)Cn1nc(Cc2ccncc2)c2ccccc2c1=O	2%

Three compounds from above, arranged by number of heavy atoms, lowest first:
SMILES	mouse EphA4 binding
Oc1[nH]c2ccccc2c1OCc1ccncc1	-3%
CC(C)N(C(=O)CSc1nn2c(=O)c(C(C)(C)C)nnc2s1)c1ccccc1	-7%
COc1ccc(-c2ccc(=O)n(CC(=O)Nc3ccc(C(=O)NC4CC4)cc3)n2)cc1OC	-12%

(next part)
SMILES	mouse EphA4 binding
CCNC(=S)NC1CC2CCC(C1)N2Cc1ccccc1 (stereo unspecified)	-11%
O=C(NO)c1cc(OCC(F)(F)F)ccc1OCC(F)(F)F	-13%
COc1ccc(N(CC(=O)Nc2cc(C)cc(C)c2)S(C)(=O)=O)cc1	-5%
CCc1nc(N2CCN(C(=O)c3ccco3)CC2)c2oc3ccccc3c2n1	5%
O=C(O)CC(c1ccccc1)n1cnnn1 (stereo unspecified)	-7%
CCOc1ccc(NC(=S)NC(=O)c2ccccc2)c([N+](=O)[O-])c1	-9%
Cc1cc(N(C(=O)c2ccco2)C(C(=O)NC2CCCCC2)c2ccccc2)ccc1-n1cnnn1 (stereo unspecified)	-38%
CCN(CC)c1ccc2cc(-c3nc4ccccc4n3C)c(=O)oc2c1	-5%
O=C(O)CCCc1nc2ccccc2s1	0%
Nc1ncc(Cc2ccccc2[N+](=O)[O-])s1	-10%
C/C(=N\NC(=O)Cc1cccn1C)c1cccc2ccccc12	-4%
COc1ccc(-c2nnc(-c3cc4c(ccc5ccccc54)oc3=O)o2)cc1	-10%
O=C(CN(c1ccc(F)cc1)S(=O)(=O)c1ccccc1)NCc1ccco1	-4%
CC1=Nn2c(nnc2C2CCCCC2)SC1	-6%
c1ccc2c(CSCCc3ccncc3)cccc2c1	-3%
CCCCS(=O)(=O)C(=C1Nc2ccccc2N1)S(=O)(=O)CCCC	-9%
O=C(Nc1nnc(-c2ccccc2)s1)c1ccc(Cl)c(S(=O)(=O)N2CCOCC2)c1	0%
O=C(c1ccc2c(c1)OCO2)N(c1ccc(F)cc1)C1C=CS(=O)(=O)C1 (stereo unspecified)	0%
Cc1ccc(NCc2nnc(SCCN3CCCCC3)n2CC2CCCO2)c(C)c1 (stereo unspecified)	-1%
COc1cc(C(=O)Nc2nc3ccccc3s2)ccc1OCc1c(C)noc1C	-8%
CCN1C(=O)/C(=C2\SC(=S)N(CCCOC)C2=O)c2ccccc21	-6%
COc1ccnc(NCc2cccnc2)c1C#N	-11%
CCOC(=O)c1cc(-c2ccccc2)oc1CN1CCOCC1	-2%
CCOC(=O)C(=CNc1cccc(N)n1)C(=O)OCC	3%
CCOC(=O)c1ccc(N2NC(=O)/C(=C/c3ccccc3O)C2=O)cc1	11%
Later entries
SMILES	mouse EphA4 binding
O=C(CCN1C(=O)COc2ccccc21)NCCN1CCN(c2ccccc2F)CC1	-12%
Cc1ccc(C(=O)NC2CC(C)(C)NC(C)(C)C2)cc1C	0%
Nc1nnc(-c2ccncc2)s1	-12%
CCc1c(C)sc(NC(=O)c2cccs2)c1C(N)=O	-5%
O=C(NC1CCCCC1)C(c1ccccc1)N1CCc2ccccc21 (stereo unspecified)	-6%
COC(=O)C1=CN(C)C=C(C(=O)OC)C1c1ccc(O)c(OC)c1	-8%
O=C1NCCCC1C(=O)Nc1cccc(C(F)(F)F)c1 (stereo unspecified)	-18%
CCOC(=O)N1CCC(NC(=O)c2ccc3nc4ccccc4c(=O)n3c2)CC1	-6%
Cc1cc(N2C(=O)CC(Cc3ccc(Cl)cc3)C2=O)no1 (stereo unspecified)	-16%
COc1ccc(C2(O)CCN(C(=O)c3c(F)cccc3F)CC2)cc1	2%
O=C(NCc1ccc2c(c1)OCO2)c1ccc(F)cc1	-14%
CN1CCN(Cc2c(O)c(Cl)cc3c(-c4ccccc4)cc(=O)oc23)CC1	-12%
Cc1ccc2cc(CN(C(=O)c3ccco3)c3ccccc3)c(=O)[nH]c2c1	-10%
CCCCN(C(=S)Nc1ccccc1)C1CCS(=O)(=O)C1 (stereo unspecified)	-13%
COn1c(=O)c(=O)n(OC)c2ccccc21	2%&-5%
CC(=O)c1c(N2CCN(c3ccccc3)CC2)nc(=S)n(-c2ccccc2)c1C	2%
CC(C)N(Cc1ccccc1)S(=O)(=O)c1ccc(F)cc1	-6%
CC(C)(C)C1CCC2(CC1)NC(=S)N(c1ccccc1)N2 (stereo unspecified)	-8%
COC(=O)Nc1ccc2c(c1)ncn2C1CCCCC1	-9%
Cc1cccc(OCCNC(=O)c2ccc(Oc3ccc(C(F)(F)F)cc3[N+](=O)[O-])cc2)c1	-7%
CCOC(=O)C(C(=O)OCC)C(CC(=O)C1CC1)c1ccccc1 (stereo unspecified)	-8%
O=C(Nc1ccc(Cl)cc1Cl)C1=Cc2ccccc2OC1	1%
Cc1ccc(C(=O)N/C(=C/C=C/c2ccccc2)C(=O)NCc2ccco2)cc1	-2%
Cc1cc(C(=O)NCc2ccccc2)no1	-16%
COc1ccc(C2CC(=O)N3CN(Cc4ccco4)CSC3=C2C#N)cc1 (stereo unspecified)	-10%
CCOC(=O)N1CCN(c2c(NCc3ccccn3)c(=O)c2=O)CC1	-6%
Cn1c(=O)c2c(ncn2CC(=O)N2CCCc3ccccc32)n(C)c1=O	3%
OC(COCc1ccco1)CN1CCN(C(c2ccccc2)c2ccccc2)CC1 (stereo unspecified)	-2%

Not all compounds are listed. The share of hits here may be higher or lower than overall.
